RGS4 inhibitor – human RGS4 inhibition. P49798. Transcreener GDP fluorescence polarization, RGS4-accelerated GTP hydrolysis. Potency, µM (series often up to 114 µM), for the others: top-dose activity change, negative = inhibition, hits mostly inhibitors. 0.039% of 390,000 active; also: % is scaled to controls: 0 for no effect and ±100 for the full control effect; nearly all actives have a fitted effect of over 75% in size; some results filed as inactive show a strong effect at the top dose
Target sequence (P49798 whole entry, looked up): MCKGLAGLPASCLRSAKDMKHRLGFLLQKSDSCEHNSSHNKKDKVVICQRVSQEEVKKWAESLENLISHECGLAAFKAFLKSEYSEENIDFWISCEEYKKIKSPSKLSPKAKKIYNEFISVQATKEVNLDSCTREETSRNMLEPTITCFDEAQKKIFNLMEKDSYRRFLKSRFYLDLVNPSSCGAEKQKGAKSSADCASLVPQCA
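MLSMR compounds (23 nl, pin-transferred) preincubated 10 min at room temperature with a 500nM (2x) first reagent, then RGS4 at 900nM (2x) plus Transcreener GDP mix added; fluorescence polarization (620/688 nm) read before and after 90 min at 30 °C.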
Vif-A3F inh – Vif-A3F binding inhibition; HeLa A3F-eYFP + Vif (tagged APOBEC3F with the HIV-1 protein that degrades it), YFP fluorescence increase; Potency, µM (top dose mostly 46.1 µM), for inactives: at the highest dose activity, negative = active; 0.2% of 390,000 active; also: % of control where 0% means no effect; nearly all actives have a fitted effect of over 65% in size
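HeLa cells stably expressing Vif plus C-terminally eYFP-tagged A3F were seeded, incubated overnight at 37 deg C, dosed with compound, incubated overnight again at 37 deg C. Yellow fluorescence (Ex 488/Em 500-530) reported blocked Vif-mediated A3F-eYFP degradation.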
ALOX12 inh – ALOX12 (human) lipoxygenase inhibition; P18054; purified 12hLO, xylenol orange hydroperoxide absorbance; Potency, µM (highest dose often 108 µM), for inactives: at the highest dose activity change, negative = inhibition, hits mostly inhibitors; 1.1% of 580,000 active; AID 1671190; also: % is scaled to controls: 0 for no effect and ±100 for the full control effect
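Hydroperoxide product was detected by ferrous iron/xylenol orange as the 573 to 405 nm absorbance ratio. Arachidonic acid at 40 uM (final) was turned over for 30 min at room temperature by 150 nM human 12hLO, pH 7.0 Hepes buffer, after 15 min compound preincubation.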
mIDH1 inhibitor – human IDH1 R132H inhibition; Potency, µM (top dose mostly 76.6 µM), for the others: top-dose activity change, negative = inhibition, most hits filed as inhibitors; 0.093% of 390,000 active; O75874; IDH1-R132H enzyme, NADPH consumption, diaphorase/resazurin fluorescence; also: % is scaled to controls: 0 for no effect and ±100 for the full control effect; nearly all actives have a fitted effect of over 65% in size
Target sequence (O75874 whole entry R132H, stated change not applied): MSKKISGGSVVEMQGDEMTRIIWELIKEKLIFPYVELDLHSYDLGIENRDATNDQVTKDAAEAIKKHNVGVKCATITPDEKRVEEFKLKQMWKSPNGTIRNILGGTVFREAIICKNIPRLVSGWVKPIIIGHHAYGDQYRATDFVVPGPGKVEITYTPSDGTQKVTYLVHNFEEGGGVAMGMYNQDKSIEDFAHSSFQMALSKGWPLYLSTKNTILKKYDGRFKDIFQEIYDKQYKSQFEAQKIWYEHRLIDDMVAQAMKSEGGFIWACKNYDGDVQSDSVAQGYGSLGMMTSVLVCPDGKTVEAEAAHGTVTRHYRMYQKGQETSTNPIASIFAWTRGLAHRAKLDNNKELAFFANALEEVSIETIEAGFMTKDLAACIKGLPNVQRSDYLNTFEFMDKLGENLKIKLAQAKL
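IDH1-R132H (0.5 ug/mL dispensed) in pH 7.5 Tris buffer was preincubated 30 min with compound, then given a substrate mix of 0.016 mM NADPH and 2 mM alpha-KG for 80 min at room temperature; remaining NADPH was read by diaphorase/resazurin fluorescence.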
TrxR1 substrate – rat thioredoxin reductase 1 substrate activity. 0.01% of 390,000 active. purified TrxR1 substrate turnover, NADPH consumption readout. Potency, µM (series often up to 114 µM), inactives show top-dose activity change, negative = substrate turnover. AID 588456. O89049; also: % is scaled to controls: 0 for no effect and ±100 for the full control effect; nearly all actives have a fitted effect of over 50% in size
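Rat TrxR1, dispensed at 90 nM, was prereduced with 400 uM NADPH (final) for 5 min at ~22 deg C, then incubated with compound 15 min before 400 uM selenite. A first-read NADPH fluorescence drop versus no-compound background flagged substrates.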
Vif-APOBEC3G blk – inhibitors of Vif-APOBEC3G interaction; HeLa A3G-eYFP + Vif (tagged APOBEC3G with the HIV-1 protein that degrades it), YFP fluorescence, overnight; Potency, µM (highest dose often 46.1 µM), for inactives: top-dose activity, negative = active, actives largely listed as inhibitors; 0.076% of 410,000 active; AID 602310;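 also: % is scaled to controls: 0 for no effect and ±100 for the full control effect; nearly all actives have a fitted effect of over 60% in size; hits raise eYFP signal because A3G escapes Vif-driven loss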
Target sequence (Q9HC16 whole entry, looked up): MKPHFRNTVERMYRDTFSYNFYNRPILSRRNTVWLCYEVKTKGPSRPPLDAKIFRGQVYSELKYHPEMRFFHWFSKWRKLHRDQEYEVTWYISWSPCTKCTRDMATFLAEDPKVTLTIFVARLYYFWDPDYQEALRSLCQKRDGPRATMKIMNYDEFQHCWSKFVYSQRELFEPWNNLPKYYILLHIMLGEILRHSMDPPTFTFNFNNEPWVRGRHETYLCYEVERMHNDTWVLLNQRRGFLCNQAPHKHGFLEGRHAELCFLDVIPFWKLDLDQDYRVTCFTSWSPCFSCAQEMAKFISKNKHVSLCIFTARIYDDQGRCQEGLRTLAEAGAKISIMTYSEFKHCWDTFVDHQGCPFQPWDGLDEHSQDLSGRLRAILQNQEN
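HeLa cells stably expressing Vif and C-terminally eYFP-tagged A3G, seeded overnight at 37 deg C, then exposed to compound by pintool overnight at 37 deg C. Rise in yellow fluorescence (Ex 488/Em 500-530, Acumen) marks blocked Vif-driven A3G degradation.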
RXFP1 ag – RXFP1 (human) receptor agonism | Q9HBX9 | HEK293T-RXFP1 cAMP TR-FRET, 30 min; response scale: percent of porcine relaxin response, buffer zero | Potency, µM (highest dose often 57.5 µM), for inactives: at the highest dose activation, hits mostly activators | 0.3% of 370,000 active; also: % is scaled to controls: 0 for no effect and ±100 for the full control effect; nearly all actives have a fitted effect of over 60% in size; many of its hits are not listed in these tables
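HEK293 cells stably expressing RXFP1, treated 30 min at 37C with compounds plus PDE4 inhibitor Ro 20174; cAMP measured by HTRF TR-FRET. Normalized to buffer and 29 nM porcine relaxin; EC50 by Hill fit.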
rTrxR1 inhibitor – rat TrxR1 inhibition; Potency, µM (titrated, usually from 114 µM), without a hit: at the highest dose activity change, negative = inhibition, most hits filed as inhibitors; O89049; recombinant rTrxR1, NADPH fluorescence consumption, selenite substrate; 1% of 390,000 active; also: % is scaled to controls: 0 for no effect and ±100 for the full control effect; nearly all actives have a fitted effect of over 65% in size
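Rat TrxR1 (90 nM in the dispensed reagent) was pre-reduced with 400 uM NADPH for 5 min at room temperature, then incubated with compound for 15 min. After 400 uM selenite was added, NADPH fluorescence (Ex 340/Em 450 nm) was followed for 8 min.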
USP1-UAF1 inh – blocks the human USP1/UAF1 deubiquitinase complex. recombinant USP1/UAF1, Ub-Rhodamine cleavage fluorescence. Potency, µM (series often up to 57.1 µM), without a hit: at the top dose activity change, negative = inhibition, hits mostly inhibitors. 0.23% of 390,000 active. AID 743255; also: % is scaled to controls: 0 for no effect and ±100 for the full control effect; nearly all actives have a fitted effect of over 60% in size; inactives centre near -12
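USP1/UAF1 complex at 1 nM was preincubated with compound for 15 min at room temperature, then Ub-Rho substrate (150nM final) was added. Fluorescence (480/540 nm) was read kinetically, 6 reads every 60 seconds.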
The depositor's hits bear a star; i = inactive; ? = inconclusive; nt = no result given; [ ] = remark or other dose. Calls follow the shape of the dose curve; as a rule, active = well fitted curve in the direction sought with a large enough effect; inconclusive = small, poorly fitted or top-dose-only effect, or another doubt; inactive = no such curve, though single readings can be large; an effect the other way counts as inactive or inconclusive. Potency is read from the fitted curve at half-maximal effect. Not all compounds are listed; rates above refer to the full screens.

The first 2 compounds, to show the layout:
SMILES	RGS4 inhibitor	Vif-A3F inh	ALOX12 inh	mIDH1 inhibitor	TrxR1 substrate	Vif-APOBEC3G blk	RXFP1 ag	rTrxR1 inhibitor	USP1-UAF1 inh
CCOc1ccccc1CNc1nc2ccccc2n1C	11.8%	-9.4%	?	2.1%	-9.4%	-2.3%	0.0%	-2.9%	-4.0%
CCCn1c(=S)[nH]c2cc(C(=O)N3CCN(c4ccccc4OC)CC3)ccc2c1=O	-1.0%	-5.2%	1.0%	3.6%	1.9%	-0.3%	-0.3%	12.3%	-3.2%

The listing, from the first entry:
SMILES	RGS4 inhibitor	Vif-A3F inh	ALOX12 inh	mIDH1 inhibitor	TrxR1 substrate	Vif-APOBEC3G blk	RXFP1 ag	rTrxR1 inhibitor	USP1-UAF1 inh
CCOc1ccccc1CNc1nc2ccccc2n1C	11.8%	-9.4%	?	2.1%	-9.4%	-2.3%	0.0%	-2.9%	-4.0%
CCCn1c(=S)[nH]c2cc(C(=O)N3CCN(c4ccccc4OC)CC3)ccc2c1=O	-1.0%	-5.2%	1.0%	3.6%	1.9%	-0.3%	-0.3%	12.3%	-3.2%
CCn1nc(C(=O)N2CCc3ccccc3C2)c2ccccc2c1=O	5.7%	nt	?	7.3%	-5.9%	-0.1%	0.7%	-0.4%	-14.4%
CS/C(=N\S(=O)(=O)c1cccs1)Nc1ccc(F)c(Cl)c1	-22.1%	1.0%	14.1%	7.2%	2.1%	-13.4%	-1.5%	14.2%	-6.3%
N#CC(CO)(Cc1ccc(OC(F)F)cc1)c1nc2ccccc2[nH]1 (stereo not drawn)	-2.5%	-0.6%	-23.8%	5.1%	-7.0%	-5.8%	-0.4%	?	-18.5%
CCc1nc(CN2CCN(Cc3ccc(F)c(F)c3)C(CCO)C2)c(C)[nH]1 (stereo not drawn)	21.6%	-2.1%	2.9%	-12.8%	3.3%	-0.8%	2.9%	4.0%	-6.5%
CCOc1ccc(CSC2=NCCN2)cc1[N+](=O)[O-]	18.7%	-28.8%	-3.7%	-5.0%	4.7%[57.1 µM]	-19.0%	1.4%	7.5%[57.1 µM]	-4.4%
CCCCCCCC(=O)Nc1cc(C(=O)NCCC)ccc1N1CCC2(CC1)CC(c1cccc(Br)c1)=NO2	-18.3%	5.3%	-14.6%	14.8%	2.7%[57.1 µM]	-0.2%	1.3%	16.9%	-21.5%
Cc1cc(C(=O)N/N=C/c2cc(Br)ccc2OC(=O)c2ccccc2)n[nH]1	3.2%	-20.1%	-0.7%	0.8%	9.6%	-35.9%	-0.4%	30.8%	-3.8%
COc1ccc(-n2nnnc2-c2cccnc2)cc1	9.0%	nt	-4.6%	-4.7%	3.1%	0.9%	2.8%	24.5%	6.0%
COC(=O)C1=NN(C(C)=O)C2(CC(=O)N(c3cccc(C)c3)C2=O)C1 (stereo not drawn)	6.1%	1.8%	3.4%	22.3%	3.9%	1.2%	0.6%	0.0%[57.1 µM]	-4.0%
COc1ccc2[nH]c(=O)c(CN(C(=O)NC3CCCCC3)C3CCCC3)cc2c1	-20.1%	3.6%	0.0%	0.0%	6.3%	-6.0%	1.2%	14.2%	-10.4%
CC1Cc2ccccc2N1S(=O)(=O)c1nnc(NC(=O)c2ccccc2)s1 (stereo not drawn)	-8.8%	5.5%	-1.4%	0.0%	-2.9%	-0.3%	0.6%	17.1%	-15.1%
CN(C)C(=S)SCC(=O)Nc1ccc(Cl)cc1Cl	2.8%	-6.3%	-13.4%	1.5%	-10.1%	-2.4%	0.4%	1.3%	-17.9%
CSc1ccc(Cl)c(C(=O)NCCOc2cc(C(C)C)ccc2C)c1	-39.5%	-2.3%	-2.2%	3.5%	-7.2%	0.5%	1.1%	10.0%	-26.5%
O=C(NCc1ccccc1)c1cc2sccc2n1Cc1ccc(F)cc1	-8.5%	4.3%	?	7.0%	-7.4%	0.8%	1.7%	0.6%	-23.0%
C=CCn1c(C)cc(C(=O)Cn2c(C(C)O)nc3ccccc32)c1C (stereo not drawn)	3.4%	12.3%	9.3%	7.8%	-3.4%[57.1 µM]	-0.3%	-0.1%	50.2%[activator][57.1 µM]	-15.6%
Cc1nonc1-c1csc(N)n1	-3.2%	9.3%	i	2.4%	5.0%[57.1 µM]	1.5%	0.7%	27.6%[57.1 µM]	-15.6%
CC(C)Oc1cc(N)c(Cl)cc1Cl	-16.4%	18.6%	-1.3%	9.1%	-4.4%	8.5%	-2.0%	-4.9%	-5.4%
COc1ccc(NC(=O)CCc2nc3cccnc3n2-c2ccccc2)cc1Cl	-15.0%	0.5%	-2.6%	-11.4%	-6.8%	-4.4%	8.5%	0.2%	-13.6%
Cc1c(C(=O)N2CCC(c3nc4ccccc4s3)CC2)oc2cc(Br)ccc12	-0.8%	2.1%	-25.4%	14.4%	1.1%	-0.5%	?	12.9%	-12.7%
CC1CC1C(=O)OCC(=O)N(C)CC(=O)Nc1ccc(F)cc1 (stereo not drawn)	-4.3%	4.5%	27.1%	-3.2%	-0.7%	-0.2%	nt	17.0%	-23.1%
O=S(=O)(c1cccc(F)c1)N1CCN(C(=S)NCC2CCCO2)CC1 (stereo not drawn)	-29.2%	-18.5%	0.0%	0.8%	-1.2%	1.5%	7.4%	8.1%	2.5%
NS(=O)(=O)c1ccc2nc(NC(=O)C3CCCO3)sc2c1 (stereo not drawn)	-11.3%	0.1%	-8.8%	-0.7%	-2.4%	-0.4%	2.8%	-13.1%	-10.8%
COC(=O)[C@@H]1C[C@@]2(O)[C@H](O)[C@H](O)[C@H](O)C[C@H]2N1Cc1cccc2ccccc12	2.1%	2.2%	?	4.1%	6.9%	-6.7%	-2.3%	8.7%	-18.2%
O=C(CN1C(=O)C2(SCC(=O)N2c2ccc(F)c(F)c2)c2ccccc21)Nc1ccccc1F (stereo not drawn)	-7.6%	-6.3%	-4.6%	-6.1%	-1.0%	1.9%	-0.8%	19.7%	-34.1%
CCOc1ccc2nc(-c3ccc(OC)c(OC)c3)cc(C(=O)O)c2c1	-4.4%	2.7%	?	2.8%	0.3%	0.1%	4.4%	-5.2%	-3.2%
O=C(C/C=N\OCc1ccc(Cl)cc1Cl)Nc1ccccc1	23.8%	-4.2%	11.6%	3.5%	-12.6%[57.1 µM]	-1.2%	-4.0%	-18.2%[57.1 µM]	-10.4%
CC(C)OP(=O)(c1ccc(N(C)C)cc1)C(O)c1cccnc1 (stereo not drawn)	18.3%	7.3%	0.0%	6.9%	-0.6%	-0.9%	2.9%	23.2%	-6.2%
COc1ccc(CC(=O)N2CCN(c3ccccn3)CC2)cc1	-11.5%	nt	-0.1%	-3.1%	12.3%	1.5%	0.9%	5.2%	-9.6%
Cc1ccc(Cl)cc1N1CCN(C(=O)C2CCCN(S(=O)(=O)c3ccc(Br)s3)C2)CC1 (stereo not drawn)	-12.9%	-7.5%	-26.8%	5.0%	-4.1%	4.2%	1.2%	-1.8%	-16.2%
CN(c1ccccc1)c1ccc(/C=C(\CCC(=O)O)c2nc3ccccc3s2)cc1[N+](=O)[O-]	?	-6.5%	?	0.6%	-11.5%	2.4%	-0.2%	-30.9%	-12.7%
Cc1ccc(NC(=O)COC(=O)c2cc(=O)c3cc(F)ccc3o2)cc1	4.7%	-21.7%	?	0.0%	-6.7%[57.1 µM]	6.9%	1.2%	-13.4%[57.1 µM]	3.0%
CCOC(=O)[C@H]1[C@H]2COc3ccc(Cl)cc3[C@@H]2N2C(=O)[C@@H](C)NC(=O)[C@@]12C	9.9%	-6.4%	-16.1%	2.7%	-3.2%	1.4%	nt	-24.1%	-17.3%
Cn1c(=O)[nH]c(=O)c2c1nc(OC(=O)c1ccccc1)n2CC(O)COc1ccccc1 (stereo not drawn)	-11.6%	2.1%	273.6%[activator]	8.8%	-0.1%	-0.7%	0.9%	-3.3%	-11.6%
O=c1[nH]c2ccccc2cc1CN(Cc1cccnc1)S(=O)(=O)c1ccc(Cl)cc1	22.3%	-0.3%	18.3%	-7.2%	6.4%	1.3%	-0.8%	13.9%	-29.2%
CCOC(=O)CC1C(=O)NCCN1C(=O)c1c(Cl)cccc1Cl (stereo not drawn)	2.9%	-6.8%	0.0%	-1.8%	5.2%	-0.7%	-0.6%	9.6%	-15.2%
CCOCc1cnc(C)nc1NCC(=O)c1c(C)n(C)c2ccc(OC)cc12	-38.9%	2.2%	?	4.6%	-13.1%	2.0%	2.8%	-13.6%	-11.9%
CC(=O)N1CCN(C(=O)COC(=O)CNC(=O)c2ccc(C)cc2)CC1	-1.5%	-6.4%	-0.7%	-13.1%	-8.4%	-6.2%	-0.2%	8.8%	2.4%
O=C(CN1CCSc2ccccc21)NCCCc1ccccc1	13.3%	12.1%	-16.5%	3.0%	5.7%[57.1 µM]	-1.0%	-0.8%	8.0%[57.1 µM]	-31.5%
N/C(=N\S(=O)(=O)c1ccccc1)c1ccc([N+](=O)[O-])cc1	1.3%	-18.0%	-22.6%	1.5%	-14.7%	-0.3%	2.1%	?	-10.9%
Cc1ccc(CNc2nc3ccc(Cl)cc3n3nnnc23)cc1	11.6%	7.08µM*	-13.9%	0.0%	31.6%[activator]	2.6%	28.8%	15.7%	-19.1%
